# High-throughput results: PubChem, several laboratories
# b-catenin transl – modulators of beta-catenin nuclear translocation, primary screen, imaging, HeLa cells, immunofluorescence, high-content | nuclear translocation activity, % at 5 µM | actives 0.3% (n = 190,000) | AID 1665, 2009;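 active = nuclear translocation activity above 50% at 5 µM, with a well cell count of 50 or more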;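 note: per-cell ratio of nuclear to cytoplasmic median beta-catenin stain intensity; plate controls were DMSO negative control for no effect and GSK-3 inhibitor IX positive control for full effect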
#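 assay system = human HeLa cells, endogenous beta-catenin | times = compound treatment 24 h, 37°C, 5% CO2 | detection = Anti-beta-catenin immunofluorescence on PFA-fixed, Triton-permeabilized cells, DAPI nuclei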
# Lipid droplet – inhibitors of hepatocyte lipid droplet formation, primary screen, imaging, high-throughput imaging, BODIPY stain. AML12 mouse hepatocytes, oleate lipid droplets. inhibition, % at 6.5 µM. actives 0.4% (n = 240,000). AID 1656, 2009;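 active = lipid droplet intensity inhibited by at least 50%, with more than 500 cells counted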
#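 System: AML12 hepatocytes (mouse). Probe or stimulus: oleic acid at 100 µM to induce lipid droplet formation. Times: overnight treatment with compound plus oleate. Detection: Image-based BODIPY and DAPI two-channel analysis. Evaluation: percent inhibition of filter-corrected integrated lipid droplet intensity per well.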
# Dynein cargo inh – inhibitors of GR-EGFP nuclear translocation, primary screen, dynein cargo transport inhibitor project, imaging, high-content, 3617.4 mouse cells; test concentration mostly 20 µM; stimulated with dexamethasone, 1 µM; hits give low values; AID 1381, 2008; actives 0.47% (n = 220,000); z-score, hits read low;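 active = plate z-score of nuclear minus cytoplasmic receptor signal below a set negative limit, without overly bright fluorescence or cell loss, cut at about -3.5 in these data, passing the limit was not always enough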;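 note: z-score of nuclear minus cytoplasmic ring GR-EGFP intensity difference per well; some compounds called inactive have numbers as strong as hits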
#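 Buffer or medium: tet-free, stripped-serum medium; Also added: dexamethasone, 1.0 µM final; Technique: high-content fluorescence imaging after fixation; Times: 48 h induction, 1 h compound, 30 min dex at 37 °C; Read-out: per-cell GR-EGFP intensity, nucleus versus surrounding cytoplasmic ring, well-averaged.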
# Yfh1-depleted yeast – enhancers of respiration in Yfh1-depleted yeast, dose response, Friedreich's ataxia, plus single-dose screen (AID 1465); S. cerevisiae Yfh1-off respiration, WST-1 reduction, 72 h; higher fold induction means a stronger effect; one-dose fold induction at 50 µM; EC50 in µM for titrated hits; actives 0.074% (n = 220,000);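 active = fold induction of absorbance versus untreated yeast above a set limit, then at least 30% activation at any dose in follow-up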;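 note: activators that raise dye reduction in frataxin-depleted yeast; strong numbers were not always called active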
# Insulin prom up – insulin promoter activators in MIN6 cells, imaging, high-content screening, mouse beta cells; MIN6 insulin promoter-GFP reporter; hits give high values; actives 0.3% (n = 190,000); AID 1625, 2009; z-score at 5 µM;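 active = z-score above 3 at 5 µM with at least 500 cells counted in the well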
# WT yeast gro inh – growth inhibition of WT strain, primary screen, mitochondrial fusion inhibitor project, WT and mutant strains, chemical genetic; mitochondrial fusion phenotypic screen; inhibition, % at 10 µM; actives 2.1% (n = 190,000); in the data active = inhibition above about 58%; tested in S. cerevisiae
# MT stabilizer – microtubule stabilizers in HeLa cells, primary screen, imaging, high-content imaging; HeLa tubulin immunostaining HCS, 24 h; share of cells brighter than vehicle mean+2SD; % tubulin-high responders, % at 10 µM; actives 0.83% (n = 200,000); AID 2205, 2009;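 active = plate Z-score above 3 for both tubulin-high and condensed-nucleus cell shares, with cell loss under 80%, at 10 µM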;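 note: anti alpha tubulin signal scored within the nucleus-defined area of each cell; some results filed as inactive read as strong as hits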
# NOD2 inhibition – NOD2 signaling inhibitors, cell-based, luminescence, uHTS, HEK293 (AID 1566); actives 0.63% (n = 290,000); HEK293 NOD2/NF-kB luciferase reporter, luminescence; higher % means a stronger effect; inhibition, % at 4 µM, or EC50 in µM where a hit was titrated; in the data active = inhibition above about 50%; note: many of its hits are not listed in these tables
# Autophagy mod – autophagy modulators in MEF cells, primary screen, imaging, high-content, MEF GFP-LC3; MEF GFP-LC3 puncta imaging; test concentration mostly 10 µM; calls only at 10 µM (by protocol); actives 0.98% (n = 190,000);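 active = percentage of spot-positive cells more than 3 SD above its plate mean, without a fluorescence outlier flag or 80% toxicity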;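 note: spot-positive cell cutoff set from DMSO-treated cells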
# WT yeast gro inh mutant strain – further read-out of WT yeast gro inh, marked with its call; inhibition, %; mitochondrial fusion phenotypic screen, mutant strain inhibition
# Dynein cargo inh cytoplasmic EGFP – also measured in Dynein cargo inh; calls as there; z-score; measured here: cytoplasmic GR-EGFP intensity; hits give high values
# Dynein cargo inh nuclear GR-EGFP – second read-out of Dynein cargo inh, no call of its own (marks repeat the call); z-score; measured here: nuclear GR-EGFP intensity;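 lower value marks the stronger effect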
# Dynein cargo inh cell count – further read-out of Dynein cargo inh, marked with its call; z-score; measured here: cell count per field
# Insulin prom up cell count – second read-out of Insulin prom up, no call of its own (marks repeat the call); cell count; measured here: cytotoxicity, nuclei count;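 total cells summed across four imaged fields per well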
# Lipid droplet cells 6.5 µM – second read-out of Lipid droplet, no call of its own (marks repeat the call); cell count; measured here: cell count, cytotoxicity flag;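 cells counted across two imaged fields per well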
# b-catenin transl cell count 5 µM – further read-out of b-catenin transl, marked with its call; cell count; measured here: cell count, cytotoxicity flag
# MT stabilizer Hoechst-high % – recorded beside MT stabilizer, whose call it bears; % Hoechst-high responders; measured here: nuclear condensation Hoechst responders;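 share of cells brighter than vehicle mean plus two SD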
# MT stabilizer cytotoxicity % – recorded beside MT stabilizer, whose call it bears; toxicity, %; measured here: cytotoxicity by cell density;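 0% = mean cell density of plate MIN control wells and 100% = no cells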
# Autophagy mod cell loss 18 h – also measured in Autophagy mod; calls as there; toxicity, %; measured here: cell loss, nuclei count;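 cell loss after 18 h compound exposure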
# * hit, by the source's call; i = inactive; nt = no result given. Not all compounds are listed. The share of hits here may be higher or lower than overall.
SMILES,b-catenin transl,b-catenin transl cell count 5 µM,Lipid droplet,Lipid droplet cells 6.5 µM,Dynein cargo inh,Dynein cargo inh cytoplasmic EGFP,Dynein cargo inh nuclear GR-EGFP,Dynein cargo inh cell count,Yfh1-depleted yeast,Insulin prom up,Insulin prom up cell count,WT yeast gro inh,WT yeast gro inh mutant strain,MT stabilizer,MT stabilizer Hoechst-high %,MT stabilizer cytotoxicity %,NOD2 inhibition,Autophagy mod,Autophagy mod cell loss 18 h
CCN(C(=O)Cc1c(C(=O)O)[nH]c2ccccc12)c1cc(OC)ccc1OC,nt,nt,-4,711,-0.72,-0.12,0.16,0.69,i,0.07,1152,4,23,4.2,1.3,7.5,-4%,i,2
COc1cc(/C=C/c2ccc(O)cc2)cc(OC)c1,1.3,919,-23,674,nt,nt,nt,nt,i,-0.16,1339,58*,47*,nt,nt,nt,-77%,nt,nt
CN1CCN(C(=O)CC23CC4CC(CC(C4)C2)C3)CC1,-0.7,1191,3,740,-0.51,-0.23,-0.16,-0.33,i,-0.56,1226,-11,5,2.0,2.3,3.6,-6%,i,-4
CCOC(=O)c1[nH]c2ccccc2c1NC(=O)NC1CCCCC1,-3.2,1158,0,753,-0.41,-0.09,-0.052,0.88,i,0.18,762,6,0,2.1,1.6,6.8,-4%,i,-4
CC(C)c1ccc(C2C3=C(CC(C)(C)CC3=O)NC3=C2C(=O)c2ccccc23)cc1 (stereo not drawn),2.1,1345,nt,nt,-1.2,-0.2,-0.18,0.78,i,-0.48,1360,-2,-5,4.6,3.8,6.8,4%,i,-23
Oc1ccccc1CNc1cnc2ccccc2c1,-2.1,1195,-2,729,-1.5,-0.26,-0.54,0.064,i,-1.6,628,-1,-11,3.9,2.2,7.0,-63%,i,14
CCCC(CCC(=O)NC1CCCCC1)C(=O)O (stereo not drawn),0.8,1046,13,773,0.99,-0.23,1,-1.4,i,0.84,1247,6,2,5.2,2.4,4.7,-21%,i,-10
O=C(Nc1ccc(N2CCN(C(=O)c3ccccc3)CC2)c(Cl)c1)c1ccco1,-1.4,1239,2,763,-0.79,1.1,-0.16,0.95,i,0.44,1197,11,-17,1.9,2.6,12,7%,i,6
CCC(=O)NC(=S)NNC(=O)c1ccc(O)cc1,0.2,1552,-3,709,-0.044,-0.15,0.15,-0.72,i,1.1,1422,-6,-25,1.3,1.5,6.4,-3%,i,16
CC(C)N(C(=S)Nc1cccnc1)c1ccccc1,0.1,1365,0,662,-0.73,-0.83,-0.7,0.39,i,-0.17,849,nt,nt,nt,nt,nt,15%,nt,nt
COc1cccc(C(C(=O)NC2CCCC2)N(Cc2ccc(C)cc2)C(=O)c2ccco2)c1OC (stereo not drawn),-0.9,1193,4,751,-0.28,-0.2,-0.77,0.49,i,0.16,1193,-12,19,3.3,2.0,5.4,-1%,i,-9
Cc1ccc2c(c1)CCCN2C(=O)c1cccs1,0.0,1022,-18,701,-1,2.1,0.28,0.23,i,0.04,2022,16,7,9.7,4.4,10,2%,i,0
CC1CC2(CCCCC2)Nc2ccc3ccccc3c21 (stereo not drawn),-0.6,1067,0,681,0.47,-0.2,0.91,-1.2,i,-2.5,574,44,-10,2.4,1.5,2.9,21%,i,1
CCOC(=O)C1CCCN(c2c(NCCc3ccc(Cl)cc3)c(=O)c2=O)C1 (stereo not drawn),-1.5,1354,18,783,-0.56,0.066,-0.12,1,i,-1.1,1065,nt,nt,nt,nt,nt,15%,nt,nt
COc1ccc(CC(=O)Nc2ccc(-c3ccc4nnc(C)n4n3)cc2)cc1OC,-0.9,1120,9,710,-0.26,-0.26,0.19,0.26,i,1.4,1548,0,2,4.0,2.2,2.5,-25%,i,-16
S=C(NC1CCCCC1)NN(c1ccccc1)c1ccccc1,-0.3,889,-24,564,2,-0.24,0.77,-1.3,i,nt,nt,64,68,4.3,4.3,8.9,-18%,i,-1
COc1ccc(S(=O)(=O)N(C)C)cc1NC(=O)CSc1nnc(-c2cccnc2)o1,-4.9,1117,9,690,-0.22,-0.2,0.4,0.39,i,0.21,1250,-13,5,1.8,2.5,6.8,14%,i,4
O=C(COC(=O)CCCCCN=C1NS(=O)(=O)c2ccccc21)Nc1ccc(Cl)c(Cl)c1,-5.3,545,43,668,0.00092,-0.23,-0.33,-0.34,i,1.6,1282,-2,-6,4.2,1.9,5.6,12%,i,8
Cc1ccc(C)c(NC(=O)c2cc(-c3ccccc3)nn2-c2ccccc2)c1,4.9,1101,-1,656,-0.021,-0.12,0.16,0.41,i,0.14,1416,74*,-3.5*,1.5,3.0,14,27%,i,14
CCCN(CC(=O)Nc1cccc(Br)c1)CC(=O)Nc1ccc(F)c(F)c1F,0.4,974,-15,625,0.38,-0.12,0.21,-1.4,i,-0.25,1416,69*,35*,4.7,2.4,6.9,-54%,i,23
COc1ccc(N(CC(=O)Nc2cccc(N(C)S(C)(=O)=O)c2)S(C)(=O)=O)cc1OC,0.0,1202,-2,760,2.7,0.052,1.8,-2,i,-1.1,1388,-17,-2,4.9,2.0,6.2,-8%,i,3
O=C1CC(C(=O)Nc2nccs2)C(c2ccccc2)O1 (stereo not drawn),-2.7,1014,nt,nt,nt,nt,nt,nt,i,-0.34,1106,-1,-2,nt,nt,nt,12%,nt,nt
CC(C)C1N(C(=O)CN2CCCC2)CCN1S(=O)(=O)c1ccccc1 (stereo not drawn),-1.5,992,nt,nt,-0.58,-0.22,-0.4,0.46,i,-0.25,1392,0,-15,2.0,2.3,10.0,7%,i,10
CCOC(=O)N1CCC2(CC1)CC(=O)c1c(ccc3oc(C(=O)O)c(C)c13)O2,-0.9,1095,-12,689,-0.26,-0.2,0.18,0.92,i,-0.29,1873,21,5,2.7,3.0,7.4,9%,i,2
Cc1cc2nnc(SCC(=O)N3CCN(c4ccccc4)CC3)n2c(N)n1,-0.3,1402,nt,nt,0.31,-0.28,-0.49,0.38,i,-0.63,1627,16,22,4.2,2.1,5.6,17%,i,4
CCN1CCN(CCNC(=O)c2cn(C(C)c3ccccc3F)nn2)CC1 (stereo not drawn),-0.5,1038,-3,758,-0.76,-0.19,0.042,-0.072,nt,0.11,1309,-10,-7,4.0,1.2,5.6,11%,i,3
Cc1cc(C)nc(Nc2nc(=O)c3ccccc3s2)n1,-8.7,1007,nt,nt,-0.23,-0.28,-0.25,-0.15,i,0.55,1509,-14,15,4.8,3.4,8.8,-40%,i,10
O=S(=O)(NCCc1csc(-c2ccccc2)n1)c1ccc2c(c1)OCCO2,0.6,1052,-7,721,-0.44,-0.24,-0.31,1.1,i,0.81,1688,16,1,4.1,2.2,6.2,5%,i,1

# Of the compounds above, these have a halogen:
SMILES,b-catenin transl,b-catenin transl cell count 5 µM,Lipid droplet,Lipid droplet cells 6.5 µM,Dynein cargo inh,Dynein cargo inh cytoplasmic EGFP,Dynein cargo inh nuclear GR-EGFP,Dynein cargo inh cell count,Yfh1-depleted yeast,Insulin prom up,Insulin prom up cell count,WT yeast gro inh,WT yeast gro inh mutant strain,MT stabilizer,MT stabilizer Hoechst-high %,MT stabilizer cytotoxicity %,NOD2 inhibition,Autophagy mod,Autophagy mod cell loss 18 h
O=C(Nc1ccc(N2CCN(C(=O)c3ccccc3)CC2)c(Cl)c1)c1ccco1,-1.4,1239,2,763,-0.79,1.1,-0.16,0.95,i,0.44,1197,11,-17,1.9,2.6,12,7%,i,6
CCOC(=O)C1CCCN(c2c(NCCc3ccc(Cl)cc3)c(=O)c2=O)C1 (stereo not drawn),-1.5,1354,18,783,-0.56,0.066,-0.12,1,i,-1.1,1065,nt,nt,nt,nt,nt,15%,nt,nt
O=C(COC(=O)CCCCCN=C1NS(=O)(=O)c2ccccc21)Nc1ccc(Cl)c(Cl)c1,-5.3,545,43,668,0.00092,-0.23,-0.33,-0.34,i,1.6,1282,-2,-6,4.2,1.9,5.6,12%,i,8
CCCN(CC(=O)Nc1cccc(Br)c1)CC(=O)Nc1ccc(F)c(F)c1F,0.4,974,-15,625,0.38,-0.12,0.21,-1.4,i,-0.25,1416,69*,35*,4.7,2.4,6.9,-54%,i,23
CCN1CCN(CCNC(=O)c2cn(C(C)c3ccccc3F)nn2)CC1 (stereo not drawn),-0.5,1038,-3,758,-0.76,-0.19,0.042,-0.072,nt,0.11,1309,-10,-7,4.0,1.2,5.6,11%,i,3

# Single records, as listed above. Order of values: b-catenin transl | b-catenin transl cell count 5 µM | Lipid droplet | Lipid droplet cells 6.5 µM | Dynein cargo inh | Dynein cargo inh cytoplasmic EGFP | Dynein cargo inh nuclear GR-EGFP | Dynein cargo inh cell count | Yfh1-depleted yeast | Insulin prom up | Insulin prom up cell count | WT yeast gro inh | WT yeast gro inh mutant strain | MT stabilizer | MT stabilizer Hoechst-high % | MT stabilizer cytotoxicity % | NOD2 inhibition | Autophagy mod | Autophagy mod cell loss 18 h
# Listed for `O=C(COC(=O)CCCCCN=C1NS(=O)(=O)c2ccccc21)Nc1ccc(Cl)c(Cl)c1` = -5.3 | 545 | 43 | 668 | 0.00092 | -0.23 | -0.33 | -0.34 | i | 1.6 | 1282 | -2 | -6 | 4.2 | 1.9 | 5.6 | 12% | i | 8
# Listed for `O=C1CC(C(=O)Nc2nccs2)C(c2ccccc2)O1` (stereo not drawn) = -2.7 | 1014 | nt | nt | nt | nt | nt | nt | i | -0.34 | 1106 | -1 | -2 | nt | nt | nt | 12% | nt | nt
